Screening data (PubChem)
XiGFP reactiv – activators of inactive X chromosome reactivation, primary screen, imaging, XiGFP fibroblasts, GFP high-content imaging, set 2. XiGFP mouse fibroblasts, % GFP-positive cells imaging, 3 d; cells co-treated with 5-aza-dC sensitizer; scaled so ellipticine positive control = 100%. activation, % at 7.58 µM. hit rate 0.055% among 360,000;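 active = mean normalized replicate activation at least 10% and every replicate at or above 10%; inconclusive = only one of the two criteria met; inactive = mean below 10% and not all replicates reach 10%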;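 note: 0% = median of on-plate neutral control wells and 100% = ellipticine 6 µM median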
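Assay system – SV40-immortalized XiGFP fibroblast cells, line 68-5-11 · Buffer or medium – DMEM supplemented with 5-aza-dC as sensitizing agent · Dosing – one concentration, pinned · Benchmarks – positive control ellipticine, 6 µM final · Times – 3 days compound exposure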
ERp5 inh – inhibitors of ERp5-driven insulin aggregation, primary screen, biochemical, turbidity, absorbance 650 nm, single point. AID 651711, 2012. 90 min. Protein disulfide-isomerase A6 (Homo sapiens), Q15084. hit rate 0.05% among 350,000. inhibition, % at 9.99 µM;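 active = mean replicate inhibition above about 25%, with every replicate also reaching it, limit read from the data, passing the limit was not always enough; inconclusive = only one of those two criteria met; inactive = neither criterion met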
Target sequence (Q15084 whole entry, looked up): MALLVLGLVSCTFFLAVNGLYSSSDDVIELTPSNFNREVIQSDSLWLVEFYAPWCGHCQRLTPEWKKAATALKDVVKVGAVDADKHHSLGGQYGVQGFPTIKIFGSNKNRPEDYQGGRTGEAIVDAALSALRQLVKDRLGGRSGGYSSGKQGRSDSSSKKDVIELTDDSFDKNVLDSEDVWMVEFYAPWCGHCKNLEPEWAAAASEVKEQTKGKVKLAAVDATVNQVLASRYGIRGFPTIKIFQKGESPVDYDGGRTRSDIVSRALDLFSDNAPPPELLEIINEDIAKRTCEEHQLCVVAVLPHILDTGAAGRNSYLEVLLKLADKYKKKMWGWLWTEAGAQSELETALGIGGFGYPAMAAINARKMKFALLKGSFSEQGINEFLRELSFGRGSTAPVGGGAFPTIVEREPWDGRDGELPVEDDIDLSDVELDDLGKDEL
GSIS activator – GLuc luminescence reporter in INS-1E cells, primary screen for activators of glucose-dependent secretion of insulin; activation, % at 16.6 µM; hit rate 0.61% among 370,000; AID 743287, 2014; INS-1E GLuc reporter insulin secretion, 2-3 h;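 active = lowest replicate activation of at least 40%, so every replicate reaches that level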;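 note: 0% = median of neutral control wells and 100% = median of IBMX positive control wells; some compounds called inactive have numbers as strong as hits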
ARNT-TACC3 inh – disruptors of ARNT/TACC3 protein interaction, primary screen, biochemical, AlphaScreen, single concentration; AlphaScreen His-ARNT PAS-B/GST-TACC3 binding, luminescence; TACC3 fragment carries E629A point mutation; inhibition, % at 9.99 µM; hit rate 0.66% among 390,000;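 active = mean inhibition of replicates at least 50% and at least half of replicates each reaching 50%; inconclusive = half or more replicates reach 50% but mean below 50%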;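 note: 0% = complete ARNT plus TACC3 wells and 100% = ARNT alone without TACC3; many hits fall short of the cut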
EWS-Fli block – EWS/Fli-driven NR0B1 reporter inhibitors, primary screen, A673 cells, NR0B1 luciferase, luminescence, MLPCN library; hit rate 0.67% among 350,000; AID 651661, 2012; viability-normalised; inhibition, % at 12.6 µM;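 active = mean inhibition of at least 50% after viability correction, with every replicate also passing that limit; inconclusive = mean reaches 50% but only one of two replicates passes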;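 note: firefly luciferase signal divided by Alamar Blue viability fluorescence both relative to DMSO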
PAX8 reporter – inhibitors of PAX8-driven TPO luciferase reporter, primary screen, RMG-I cells, single concentration | SteadyGlo, 24 h | inhibition, % at 12.6 µM | hit rate 1.2% among 360,000;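 active = mean replicate inhibition at least 60% with every replicate also reaching 60%; inconclusive = only one of the two criteria is met; inactive = mean below 60% and not all replicates reaching 60%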;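 note: luciferase light reporting Pax8 driven TPO promoter activity; plate controls were median of neutral control wells for no effect and mitoxantrone controls for full effect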
CFTR F508del cor – F508del CFTR correction, initial screen, CFBE line, single point | hit rate 0.36% among 350,000 | CFBE cells, YFP halide quenching; stimulated with forskolin plus potentiator P3; % fluorescence drop versus neutral controls | AID 720511, 2013 | activity (quench increase), % at 7.58 µM;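 active = mean added fluorescence quench of at least 8% versus neutral control, with both replicates also reaching 8%; inconclusive = only one of the mean or replicate conditions met; inactive = mean below 8% and not both replicates reaching 8%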;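 note: cells transiently co-express mutant CFTR-F508del with the halide-sensitive YFP; corrector assay measuring rescue of mutant channel to the surface after 24 h compound exposure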
DENV2 CPE rescue – inhibitors of DENV2 cytopathic effect, primary screen, cell-based, plate reader, single concentration; DENV2-infected cells, cytopathic effect rescue; CPE inhibition, % at 9.99 µM; hit rate 1.7% among 350,000; AID 651640, 2012; in the data active = CPE inhibition above about 20%, passing the limit was not always enough; inconclusive = no clear call, values can overlap the other calls; tested in BHK-21 cells;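 note: 0% = median of neutral control wells and 100% = median of positive control wells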
An asterisk follows results filed as active; ? = inconclusive; nt = no result given; & = joins results of further samples.

SMILES	XiGFP reactiv	ERp5 inh	GSIS activator	ARNT-TACC3 inh	EWS-Fli block	PAX8 reporter	CFTR F508del cor	DENV2 CPE rescue
CCOC(=O)C1CCCN(S(=O)(=O)c2cc3c4c(c2)CCC(=O)N4CCC3)C1 (stereo not drawn)	0.3	-3	1	15	7	13	1.2	-2
COC(=O)c1sc(S(=O)(=O)N2CCN(CCO)CC2)c(C(=O)OC)c1C	0.0	-1	1	-5	5	-1	1.1	0
CC(C)NC(=O)N(C)C[C@H]1OCCCC[C@H](C)Oc2ccc(NS(=O)(=O)c3ccccc3)cc2C(=O)N([C@H](C)CO)C[C@H]1C	0.2&0.5	-1&2	1&11	-8	-1&10	-9&-28	-0.7&0.2	11&-6
COc1ccc(N(CC(=O)NN=C2CCN(C)CC2)S(=O)(=O)c2ccc(NC(C)=O)cc2)cc1	-0.1	3	6	5	5	0	1.9	-8
Cc1cc(C)c2cc(CN(Cc3nnnn3C3CCCCC3)CC3CCCO3)c(=O)[nH]c2c1 (stereo not drawn)	nt	-3	-10	5	14	nt	1.2	4
CCNC(=O)[C@H]1[C@H](CO)[C@H]2Cn3c(ccc(/C=C/c4ccccc4)c3=O)[C@@H]1N2CC	0.2	16	2	-2	2	8	-3.0	-5
CC(NC(=O)CNC(=O)c1ccco1)c1ccccc1 (stereo not drawn)	0.5	3	14	-7	3	-9	-0.2	-8
CCCCOCC1CN(CCCC)S(=O)(=O)c2c(NCc3cc(OC)c(OC)c(OC)c3)cccc2O1 (stereo not drawn)	0.0	8	-7	nt	10	44	0.8	-4
C[C@@H]1CN([C@H](C)CO)C(=O)c2cc(NS(=O)(=O)c3ccccc3)ccc2O[C@@H]1CN(C)C(=O)Nc1cccc2ccccc12	-0.1	0	-8	-4	1	9	-3.0	-3
O=C(CN1C(=O)COc2ccccc21)Nc1ccc(N2CCOCC2)cc1	0.0	-1	1	-1	8	-12	-0.8	8
CCOC(=O)C1CCN(C(=O)c2cc(CN3C(=O)c4ccccc4C3=O)ccc2OCC)CC1	0.0	-1	-3	6	-2	-10	-2.8	?
C[C@@H]1CN([C@@H](C)CO)C(=O)c2cc(C#CC3(O)CCCC3)cnc2O[C@H]1CN(C)Cc1cncnc1	-1.1	-1	-5	25	-13	nt	-0.8	18
O=C(CCc1nc2ccccc2c(=O)[nH]1)OCCOc1ccc(Cl)cc1	0.0	-8	11	-3	3	-20	-1.1	9
Cc1ccccc1NC(=O)Nc1ccc2c(c1)C(=O)N(C)[C@@H]1CC[C@@H](CC(=O)O)O[C@H]1CO2	0.5	nt	8	-2	8	30	-0.5	-1
COc1ccc(CNC(=O)Cc2ccc(NC(=O)C3=C(C)OCCS3)cc2)cc1	0.2	-1	6	-7	28	-84	1.8	-7
COc1ccc(CCNC(=O)c2ccc(CN3CCC(Cc4ccccc4)CC3)cc2)cc1	0.2	nt	14	1	nt	-39	nt	nt
CC(=O)c1cccc(NC(=O)C2=CC(c3cccs3)=NS(=O)(=O)N2C)c1	-0.1	-4	-8	7	-14	-15	-0.8	-3
O=C(COC(=O)Cc1ccc(F)cc1)NC1CCS(=O)(=O)C1 (stereo not drawn)	0.1	0	14	-2	-6	-8	0.9	-2
COc1ccc(CN2CCN(S(=O)(=O)c3ccccc3)CC2)c(OC)c1OC	0.0	1	nt	7	16	-16	2.0	-2
O=S(=O)(Nc1ccc(NS(=O)(=O)c2ccccc2)cc1)c1ccccc1	0.1	-1	-2	nt	34	-2	-2.2	-5
C/C(=N\NC(=O)c1ccc(Br)o1)c1cc2c(cc1NC(=O)CCC(=O)O)OCO2	0.0	11	6	-6	-1	5	0.3	-7
Nc1nc2c(c(=O)[nH]1)C(c1ccccc1)C1=C(N2)c2ccccc2C1=O (stereo not drawn)	-0.1	-7	27	12	3	20	0.7	-1
CSc1ccccc1OCc1cc(C(=O)NC2CCc3ccccc32)no1 (stereo not drawn)	0.0	1	50	-6	4	10	1.9	0
Cc1c(N)cc(S(=O)(=O)O)cc1NC(=O)c1cccc([N+](=O)[O-])c1	0.0	4	13	24	11	14	1.1	9
CCN(C[C@@H]1N[C@H](CO)[C@H]1c1ccc(-c2ccccc2)cc1)C(=O)COC	0.1	0	-4	0	4	-32	-3.3	1

Continuation.
SMILES	XiGFP reactiv	ERp5 inh	GSIS activator	ARNT-TACC3 inh	EWS-Fli block	PAX8 reporter	CFTR F508del cor	DENV2 CPE rescue
Cc1cc(C)c(NC(=O)CN(C)C(=O)CNC(=O)c2cccs2)c(C)c1	0.1	7	-2	1	0	-3	3.8	-6
COCC(=O)Nc1ccc2c(c1)C(=O)N(C)C[C@H](OC)[C@H](C)CN(C(=O)c1ccccn1)[C@H](C)CO2	0.0	1	2	-6	3	-7	-2.9	31*
Cc1cccc(NC(=O)N2CCN(Cc3ccc(Cl)cc3)CC2)c1	0.0	-9	-10	nt	2	8	0.9	-2
COCc1cc(/C=N\NC(=O)Cc2ccc(Cl)cc2)ccc1OC	0.4	nt	2	0	nt	6	nt	nt
CCC(C)(C)C1CCc2[nH]nc(C(=O)NCc3ccccn3)c2C1 (stereo not drawn)	0.0	-4	7	13	-4	-2	-0.3	77*
C[C@@H]1CCCCO[C@@H](CN(C)C(=O)c2ccncc2)[C@@H](C)CN([C@H](C)CO)C(=O)c2cc(NS(=O)(=O)c3ccc(F)cc3)ccc2O1	0.4	-11	17	-10	-6	-25	-1.1	10
COc1ccc(C(CC(=O)O)N2Cc3ccccc3C2=O)cc1OC (stereo not drawn)	0.1	4	15	-8	9	7	-0.4	8
COc1ccc([C@@H]2CC=C(C(=O)O)[C@H](c3ccc(Cl)cc3)N2S(=O)(=O)c2ccc(C)cc2)cc1OC	0.0	6	nt	-3	6	3	1.8	-9
O=C(COC(=O)CCc1ccccc1)Nc1ccccc1OC(F)F	0.6	1	5	-10	-2	-2	-2.1	-4
COc1ccc(NC(=O)N[C@@H]2CC[C@H](CC(=O)NC3CCC3)O[C@H]2CO)cc1	-0.4	0	11	-6	3	-4	1.3	-5
COc1ccccc1C(=O)NNC(=O)c1cccc(Cl)c1	0.1	2	-6	-2	-28	-33	nt	-4
COc1ccc2[nH]c3c(c2c1)CCN1C(=O)C(CC(=O)NCc2cccc(C(F)(F)F)c2)C[C@H](C(=O)N2CCCCC2)[C@@]31C (stereo partly drawn)	0.2	-4	-23	2	1	15	2.6	-1
CN(CCc1ccccc1)C(=O)c1cccc(NC(=O)Cc2cccc(NC(=O)C3CCCN(C(=O)C4CCCCC4)C3)c2)c1 (stereo not drawn)	0.0	3	3	-7	0	25	3.1	10
COc1cccc(S(=O)(=O)N[C@H]2CC[C@@H](CCNC(=O)Nc3cc(F)ccc3F)O[C@H]2CO)c1	0.0	2	-14	-6	-7	5	-3.6	-3
CC(C)CN(C(=O)COC(=O)CSc1ccccc1F)c1c(N)n(Cc2ccccc2)c(=O)[nH]c1=O	-0.1	-2	0	-2	-13	-7	2.3	-3
COc1ccc(C(=S)N2CCOCC2)cc1OC(=O)c1ccc([N+](=O)[O-])cc1[N+](=O)[O-]	0.2	2	2	0	24	7	0.3	-10
O=C(CSc1nnc(COc2ccc(Cl)cc2)o1)NC1CC2CCC1C2 (stereo not drawn)	0.1	-2	-3	-6	-18	2	0.5	-5
C[C@@H]1CN([C@H](C)CO)C(=O)Cc2cc(NC(=O)Nc3ccc(F)cc3)ccc2O[C@@H]1CN(C)Cc1ccc(C(=O)Nc2ccccc2N)cc1	-0.5	4	8	nt	-8	26	-1.9	-2
COc1ccc(C2=NOC(Cn3nc(C(=O)NCc4ccc(OC(F)(F)F)cc4)cc3-c3ccccc3)C2)cc1 (stereo not drawn)	0.0	2	nt	-5	25	32	-2.6	-6
O=C(COc1cc(O)c2c(=O)cc(-c3ccccc3)oc2c1)c1cccc([N+](=O)[O-])c1	0.0	1	3	-1	0	-7	-5.0	3
COc1ccc(Nc2nc3ccccc3n2C)cc1	0.0	3	8	4	-76	-53	-0.2	8
C[C@@H]1CCCCO[C@@H](CN(C)Cc2ccc3c(c2)OCO3)[C@H](C)CN([C@@H](C)CO)C(=O)c2cc(NC(=O)Cc3ccccc3)ccc2O1	-0.1	nt	-16	9	8	16	1.9	12
Cc1ccc(S(=O)(=O)N(C)C[C@@H]2OCCCC[C@H](C)Oc3ccc(NC(=O)Nc4c(C)noc4C)cc3C(=O)N([C@H](C)CO)C[C@@H]2C)cc1	0.0	-5	-16	7	9	2	1.4	-3
CNC(=O)c1c(NC(=O)c2ccco2)sc2c1CCC2	0.4	-11	35	0	-36	-24	2.0	1
Cn1cc(CCC(=O)N2CCCC(N3CCN(c4ccccc4F)CC3)C2)cn1 (stereo not drawn)	-0.1	1	17	-5	nt	4	-2.8	-1

Additional entries follow.
SMILES	XiGFP reactiv	ERp5 inh	GSIS activator	ARNT-TACC3 inh	EWS-Fli block	PAX8 reporter	CFTR F508del cor	DENV2 CPE rescue
Cc1ccc(NC(=S)/C(=C(\[O-])c2ccc(F)cc2)[n+]2ccccc2)cc1	0.1	2	-48	2	-27	-8	1.8	0
CO[C@H](CN(C)S(=O)(=O)c1ccc(C)cc1)[C@H](C)CN(Cc1ccccc1Cl)[C@@H](C)CO	0.1	4	0	-3	8	nt	0.6	-2
NC(=O)CSc1nnc(-c2ccccc2Br)n1-c1cccc(C(F)(F)F)c1	0.0	nt	11	0	nt	18	nt	nt
COc1ccc(C(=O)NC(=S)Nc2cccc3cc(O)ccc23)cc1OC	0.2	3	12	-1	7	19	-0.8	8
CCOc1cc2[nH]c(=O)n(Cc3ccc(C(=O)NCCCN4CCC(C)CC4)cc3)c(=O)c2cc1OCC	-0.1	-1	-2	18	11	-1	3.3	1
CC(C)C[C@H](N)C(=O)N1CCC(C(=O)N[C@H](C(=O)NCc2ccc(F)cc2)C(C)C)CC1	nt	-3	-4	-3	-7	nt	1.9	?
CS(=O)(=O)N(CC(=O)N1CCCCC1)Cc1ccccc1	0.0	0	-8	-5	17	11	1.7	9
Cc1ccc2[nH]c(C)c(/C=C/c3cc[n+](C)cc3)c2c1	45*	3	-31	8	50	78*	-1.3	2
Cc1ccccc1NS(=O)(=O)c1ccc(C)c(NS(C)(=O)=O)c1C	0.1	-1	nt	-14	13	16	-1.6	-7
NS(=O)(=O)c1ccc(CCNC(=O)CNCCc2ccc(C(F)(F)F)cc2)cc1	0.0	-1	0	-1	19	7	5.8	-2
Cc1ccc(C(=O)Nc2c(-c3ccccc3)[nH][nH]c2=O)cc1	-0.1	2	-9	nt	-9	-5	1.2	4
Cc1cccc(Oc2ccc3c(c2)cc(C(=O)O)n3C)c1	0.0	1	3	1	8	-4	1.6	-5
C[C@H](CO)N1C[C@H](C)[C@@H](CN(C)C(=O)Nc2ccccc2)OCc2ccccc2-c2c(n(C)c3ccccc23)C1=O	0.3	-6	-24	13	17	nt	3.0	-10

Two compounds picked at random from the list so far:
SMILES	XiGFP reactiv	ERp5 inh	GSIS activator	ARNT-TACC3 inh	EWS-Fli block	PAX8 reporter	CFTR F508del cor	DENV2 CPE rescue
Cc1ccc2[nH]c(C)c(/C=C/c3cc[n+](C)cc3)c2c1	45*	3	-31	8	50	78*	-1.3	2
Cc1ccc(NC(=S)/C(=C(\[O-])c2ccc(F)cc2)[n+]2ccccc2)cc1	0.1	2	-48	2	-27	-8	1.8	0
